CHRM1 PAM – human CHRM1 positive allosteric modulation; AID 588819; P11229; 360,000 tested, 0.088% active; CHO-K1 hM1, Fluo-8 calcium fluorescence, ACh EC20; 0% = ACh EC20, 100% = maximal ACh; activation, % at 3 µM; in the data active = activation above about 19%, passing the limit was not always enough
Target sequence (P11229 whole entry, looked up): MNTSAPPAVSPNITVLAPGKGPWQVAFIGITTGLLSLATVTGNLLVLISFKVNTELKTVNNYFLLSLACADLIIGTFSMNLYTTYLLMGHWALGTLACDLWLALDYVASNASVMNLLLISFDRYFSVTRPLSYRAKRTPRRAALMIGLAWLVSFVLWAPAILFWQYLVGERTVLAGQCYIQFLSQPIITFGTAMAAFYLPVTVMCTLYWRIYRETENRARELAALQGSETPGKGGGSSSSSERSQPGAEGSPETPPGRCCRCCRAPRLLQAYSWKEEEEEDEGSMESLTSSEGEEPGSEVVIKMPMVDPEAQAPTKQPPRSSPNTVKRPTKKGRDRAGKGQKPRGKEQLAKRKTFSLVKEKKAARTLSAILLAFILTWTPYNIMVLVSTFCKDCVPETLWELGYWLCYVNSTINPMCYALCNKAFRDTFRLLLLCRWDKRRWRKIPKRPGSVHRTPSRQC
M1 ag – human M1 muscarinic receptor agonism; CHO-K1 hM1, Fluo-8 calcium fluorescence, agonist mode; 0% DMSO, 100% acetylcholine EC100; AID 588814; P11229; 360,000 tested, 0.33% active; activation, % at 3 µM;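 active = activation above the run's mean compound activation plus 3 SD, cut at about 16% in these data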;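 note: peak over basal fluorescence ratio within a 140 s kinetic read after compound addition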
CHO-K1 Ca antag – nonselective inhibitor or artifact in parental CHO-K1 cells; ATP-induced calcium, Fluo-8 fluorescence; inhibition, % at 3 µM; 360,000 tested, 0.6% active; AID 602250;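 active = inhibition above a per-plate cutoff, the plate's mean sample inhibition plus 3 SD, cut at about 24% in these data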;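 note: 0% = DMSO plus EC80 ATP and 100% = DMSO alone without ATP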
M1 ag parental – M1 agonist counterscreen hit in parental CHO-K1 cells; 360,000 tested, 0.48% active; activation, % at 3 µM; Fluo-8 calcium fluorescence; scaled to maximal ATP response, vehicle zero; AID 602248; in the data active = activation above about 15%;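 note: untransfected CHO-K1 host cells lacking M1 receptor as counterscreen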
CHO parental Ca – counter-screen: ATP calcium response change in parental CHO cells; parental CHO-K1, ATP-induced calcium, Fluo-8 fluorescence; inhibition, % at 5.6 µM; 330,000 tested, 0.63% active; AID 463079;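 active = inhibition above that plate's mean sample inhibition plus 3 SD, cut at about 26% in these data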;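 note: 0% = ATP-challenged DMSO wells and 100% = DMSO wells without ATP; some compounds past the cut are filed as inactive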
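Test system: untransfected parental CHO cell line. Compound: one dose, 5.6 µM nominal. Detection: intracellular calcium via Fluo-8 no-wash fluorescent dye. Measure: % inhibition. Benchmarks: ATP-challenged DMSO wells low, unchallenged DMSO wells high.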
M1 antag – blocks human M1 muscarinic receptor | P11229 | CHO-K1 hM1, Fluo-8 calcium fluorescence, ACh EC80 antagonist | inhibition, % at 3 µM | 360,000 tested, 1.3% active | AID 588852;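 active = percent inhibition above its own plate's cutoff, namely the mean of that plate's compound wells plus 3 SD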;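 note: peak over basal fluorescence ratio during 140 s after agonist addition; 0% = ACh EC80 plus DMSO and 100% = DMSO alone without agonist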
CHO-K1 Ca PAM – counter-screen for M1 PAMs: effect in parental CHO-K1 cells | activation, % at 3 µM | AID 602247 | ATP EC20, Fluo-8 calcium fluorescence; 0% at ATP EC20, 100% at ATP max | 360,000 tested, 0.02% active;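 active = activation above the run cutoff, the mean activation of all test compounds plus 3 SD, cut at about 40% in these data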;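 note: peak over basal fluorescence ratio in a 140 s read after ATP addition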
TAAR1 agonist – agonists of human TAAR1; Q96RJ0; CHO RD-HGA16 TAAR1, Fluo-8 calcium fluorescence; vehicle wells 0%, saturating PEA agonist 100%; activation, % at 3 µM; 360,000 tested, 0.99% active; AID 624467;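 active = activation above the mean activation of all test compounds in the run plus 3 SD, cut at about 38% in these data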
Target sequence (Q96RJ0 whole entry, looked up): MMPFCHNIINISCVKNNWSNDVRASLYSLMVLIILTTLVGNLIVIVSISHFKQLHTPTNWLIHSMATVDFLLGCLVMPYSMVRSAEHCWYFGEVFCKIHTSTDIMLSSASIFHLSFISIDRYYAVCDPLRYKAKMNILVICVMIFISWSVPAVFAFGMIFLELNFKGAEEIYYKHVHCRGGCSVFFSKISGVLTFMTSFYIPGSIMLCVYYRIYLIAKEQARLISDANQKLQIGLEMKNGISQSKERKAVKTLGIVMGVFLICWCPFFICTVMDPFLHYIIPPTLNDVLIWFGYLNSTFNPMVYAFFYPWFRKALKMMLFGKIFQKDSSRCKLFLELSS
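System: CHO-derived RD-HGA16 cells with stable Gα16 and human TAAR1 / Times: 17-24 h plating, Fluo-8 75 min 37 °C, 30 min RT / Technique: calcium-sensitive Fluo-8 signal, excitation 470-495, emission 515-575 nm / Measure: % activation relative to PEA EC100 response / Benchmarks: DMSO and PEA EC100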
TAAR1 antag – antagonists of human TAAR1 | CHO RD-HGA16 TAAR1, Fluo-8 calcium fluorescence, antagonist | 360,000 tested, 1.5% active | inhibition, % at 3 µM | Q96RJ0;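 active = inhibition above a per-plate cutoff, the mean inhibition of test compounds on that plate plus 3 SD, cut at about 49% in these data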;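 note: 0% = DMSO plus EC80 beta-PEA response and 100% = DMSO alone without agonist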
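Test system: CHO RD-HGA16 cells bearing hTAAR1 | Reagent: β-PEA, EC80 | Compound dosing: 3 µM, single point | Schedule: Dye loading 75 min at 37 °C, then 30 min room temperature | Signal: Calcium fluorescence with Fluo-8 | Evaluation: Percent inhibition of PEA-evoked calcium signal, max/basal emission ratio | Control set: DMSO-only wells and EC80 β-PEA-stimulated wells | Repeats: Singlicate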
Numbers without * were called inactive; / = no result given; & = joins results of further samples.

Value order – CHO-K1 Ca PAM, M1 antag, CHRM1 PAM, TAAR1 antag, M1 ag, CHO parental Ca, M1 ag parental, TAAR1 agonist, CHO-K1 Ca antag
- CCOc1ccc(-c2ccc(NS(=O)(=O)c3ccc([N+](=O)[O-])cc3)cc2)nn1
 : 6.8, -1.9, -1.4, -18.4, 1.6, -10.2, 1.8, 1.8, -4.2
- COc1ccc2c(CC(=O)Nc3ccccc3OC)coc2c1
 : 14.5, -0.1, 5.1, 2.4, -4.3, -24.0, 0.4, 2.1, -7.9
- COc1cc(NC(=O)c2ccc(-c3ccnn3C)c3ccoc23)cc(OC)c1OC
 : -0.7, 0.7, -6.6, 15.6, 1.1, /, 4.0, 7.0, -2.5
- Cc1ccc(OCCNC(=O)c2ccc(C)cc2)cc1
 : 3.5, -4.7, -0.2, -13.7, -5.1, 2.3, -0.7, -0.9, -7.5
- S=C(Nc1ccccc1Cl)N(CCCN1CCOCC1)Cc1ccccn1
 : -9.8, 4.7, 0.3, -13.8, -6.2, -15.7, 0.3, 0.6, -0.6
- CC(=O)c1ccc(OC(=O)c2ccc(Br)o2)cc1
 : -7.9, 6.7, -0.2, 18.6, -0.5, 6.4, 0.2, 29.3, 7.2
- Cc1ccccc1NC(=S)NNC(=O)c1csc2c1CCC(C)C2 (stereo not given)
 : 17.6, -3.0, 4.7, -4.2, -4.4, -22.9, -0.2, 8.1, -8.6
- CCOc1ccc(CNCCCSc2ncccn2)cc1OC
 : 22.4, -12.4, 6.1, -7.7, -6.9, -9.8, 1.3, 5.6, -1.2
- c1ccc(OCCOCCSc2ncccn2)cc1
 : 19.3, -5.8, 8.0, -5.5, -2.8, -12.5, 0.2, -0.5, -12.9
- COc1ccc(CN(C)C(=O)c2ccccc2OCc2c(C)noc2C)c(OC)c1
 : -0.9, 1.4, -1.1, -4.0, 4.2, -18.4, 2.1, 1.1, -9.6
- CC(C)Cc1csc(NC(=O)c2ccc(Cl)cc2)c1C(=O)O
 : 22.0, -7.1, 7.7, 2.2, -3.0, -4.6, 3.8, -2.0, -13.0
- O=C(Nc1cccc(C(F)(F)F)c1)n1cc(-c2ccccn2)c(N2CCOCC2)n1
 : 4.2, 1.9, 3.2, 19.4, 1.4, 5.7, 5.1, 10.6, 17.7
- O=C(NNC(=O)c1ccccc1OCc1ccccc1Cl)c1csc(N2CCOCC2)n1
 : 4.0, 7.6, -3.2, 46.3, -1.8, -9.6, 5.2, 6.5, -4.8
- CC(=O)c1ccc(OCc2nnn(CC(=O)NS(=O)(=O)c3ccc(C)cc3)c2-c2ccccc2)cc1
 : 13.1, -10.9, 10.7, -5.9, -2.8, /, 0.6, 0.0, -0.7
- O=C(Nc1nnc([C@@H]2C[C@H](O)[C@@H](CO)O2)s1)c1c(F)cccc1F
 : -7.6, 7.3, 1.0, -5.1, -0.4, /, 0.4, 0.1, 12.0
- COCC(C)N=C1SCCN1Cc1ccccc1 (stereo not given)
 : 3.9, 3.0, -5.5, -6.7, -10.5, -4.7, 0.2, -2.6, -16.6
- CC(C)(C)CC(=O)Nc1cc(S(=O)(=O)N2CCOCC2)ccc1N1CCCC1
 : 15.8, -24.6, 4.8, -16.1, -3.4, -2.3, 0.4, -2.2, -21.2
- O=C(CCc1ccccc1)NNC(=S)NCCc1ccccc1
 : -17.2, -6.6, 14.8, 2.4, 1.4, -6.8, 1.7, 3.1, 10.6
- C=CCN1C(=O)c2ccc(C(=O)NCCOc3ccccc3F)cc2C1=O
 : 12.7, -2.7, 4.5, -29.3, -3.4, -7.2, 1.3, -0.2, -6.7
- COc1cc(C(=O)NC(C)c2ccc3ccccc3c2)cc(Cl)c1O (stereo not given)
 : 0.9, -2.0, 2.9, -10.6, 6.6, -2.1, 3.6, -1.8, -12.3
- COc1ccccc1N1CC(C(=O)Nc2ccccc2N2CCCC2)CC1=O (stereo not given)
 : 1.0, -11.8, 7.4, -4.0, -0.1, -3.6, 0.9, 2.7, -14.4
- CN(CC(=O)Nc1cccc(F)c1)C(=O)CCSc1ccc(F)cc1
 : 5.1, 8.0, -5.9, 17.3, -0.8, -20.0, 5.4, 6.2, -24.2
- COc1ccc(N2CC(C(=O)N/N=C/c3c[nH]c4ccccc34)CC2=O)cc1 (stereo not given)
 : -2.9, -7.9, 10.5, 7.2, -6.6, -6.5, 0.1, 6.4, 3.5
- Cc1cc(C(=O)COC(=O)c2ccc[nH]c2=O)c(C)n1C
 : -5.5, 2.5, -0.5, -7.1, -3.4, 3.4, -0.1, 0.0, 7.3
- COc1ccc(CCNS(=O)(=O)c2ccc3c(c2)CCN3C(=O)CCC(=O)O)cc1OC
 : 11.7, -1.6, 6.8, -11.7, -5.1, -10.2, 18.6*, 0.7, 4.7
- CCOC(=O)c1cc2sc(C)cc2n1CC(=O)N1CCOCC1
 : 17.9, 3.5, 0.8, -2.4, -5.2, -2.3, 0.5, 11.6, -24.5
- Cc1ccc(Cl)cc1NC(=O)COC(=O)C1CC1
 : 23.6, -0.3, 1.2, -6.0, -3.8, 3.1, -0.3, 2.4, -10.5
- CCCS(=O)(=O)c1nc(S(=O)(=O)c2ccc(C)cc2)c(NCc2ccccn2)s1
 : 14.7, -2.3, 7.3, 0.4, -4.9, -20.5, 0.3, -2.3, -18.8
- COC(=O)c1cccnc1NC(=S)NC(C)C
 : 24.4, -3.0, 1.8, -30.8, -6.9, -12.8, 0.2, 2.7, -18.9
- CSCCC1NC2(C(=O)Nc3c2ccc(Cl)c3C)[C@@H]2C(=O)N(C3CCCC3)C(=O)[C@H]12 (stereo not given in full)
 : 16.9, -1.5, 3.4, 0.9, -3.3, -7.3, 0.1, 14.0, -7.3
- COC(=O)c1cc(C(=O)CSc2nc(C)cc(C)n2)ccc1O
 : 10.0, -18.6, 9.8, -5.3, -0.4, -4.1, 0.3, -1.3, 2.4
- O=C(NCc1ccco1)C(Cc1ccccc1)N1C(=O)c2ccccc2C1=O (stereo not given)
 : 20.1, -22.3, 6.7, -6.3, -2.2, -7.3, 1.4, 9.2, -10.2
- O=C(Cn1c(=O)oc2cc(S(=O)(=O)N3CCCC3)ccc21)Nc1cccc(C(F)(F)F)c1
 : -8.0, 28.1, -7.0, 25.8, -0.5, 31.4, 1.1, 11.5, 20.1
- O=C(COC(=O)c1ccccc1OCc1ccc(Cl)cc1)NC1CC1
 : 15.0, -7.0, 5.9, -10.3, -4.4, -15.0, 1.2, 8.2, -5.5
- C#CCN(C(=O)c1cc(COc2ccc(C)c(C)c2)on1)C1CCCCC1
 : 6.8, -2.3, 0.0, 23.0, -3.2, -3.5, 0.0, 4.9, -7.0
- NNc1ccc(Cl)c(C(=O)O)c1
 : 1.6, -13.1, 13.7, -15.8, 0.1, 0.8, 1.1, -0.1, 7.3
- CC(C)CC(=O)N1CC(=O)Nc2ccc(F)cc2C1c1ccccc1 (stereo not given)
 : 21.9, -1.8, 3.1, -12.8, -10.8, -12.4, 1.9, 5.0, -14.2
- CCCCNC(=O)COC(=O)CCC(=O)c1ccc(F)cc1
 : -3.5, 6.7, 1.3, -14.9, -2.2, -1.9, -0.2, 1.6, 5.5
- Cc1ccc(-c2cnc(C(O)c3ccc(Cl)c(F)c3)[nH]2)cc1 (stereo not given)
 : 6.2, -5.6, 2.4, /, 0.0, /, 2.3, /, -1.9
- Cc1cc(=O)oc2cc(OC(C)C(=O)NCc3ccccn3)ccc12 (stereo not given)
 : -19.5, -0.8, 2.5, -15.5, -2.4, -4.8, -0.3, 8.0, -0.6
- COc1ccc(CCC(=O)Nc2ccc(Cl)c(S(=O)(=O)N3CCCC3)c2)cc1
 : 2.0, 5.4, 2.8, 3.7, 3.7, 52.6*, 11.2, -0.1, 2.9
- CC(C)(C)Nc1nc(Oc2ccc(=O)[nH]n2)nc(N2CCOCC2)n1
 : 27.1, -10.8, 11.7, 16.5, -4.7, -16.8, 0.6, 1.9, -13.2
- O=C(Nc1sc2c(c1C(=O)O)CCCC2)c1ccc(Cl)cc1
 : -17.6, 0.0, 2.7, -2.5, -3.8, -2.3, -0.1, 0.8, 10.0
- CCn1c(=O)c(=O)[nH]c2c(=O)oc3ccc(S(=O)(=O)Nc4ccccc4)cc3c21
 : 12.8, -7.9, 3.3, 7.0, 0.0, -10.3, 0.3, -1.5, -15.7
- Cn1nc(NC(=O)C(C)(C)C)c2c(F)cccc21
 : 4.1, -0.3, 5.3, -23.9, 0.0, -3.2, -0.4, 0.7, -17.2
- C[C@H](C(=O)CC(=O)OC(C)(C)C)[C@H](O)c1ccc(C(F)(F)F)cc1
 : -14.1, 13.5, -10.6, /, -5.5, -16.7, -0.5, /, 2.1
- COc1cc(C2C3=C(CC(C)(C)CC3=O)NC3=C2C(=O)c2ccccc23)ccc1O (stereo not given)
 : 0.7, -7.3, 6.0, 0.9, -5.5, 0.4, 0.3, -0.5, -9.9
- Cc1ccc(S(=O)(=O)N2CCN(c3ncnc4scc(-c5ccc(F)cc5)c34)CC2)cc1
 : 20.4, -0.8, -2.3, -9.0, -3.2, -28.4, 0.9, -1.2, -10.9
- CN1CCc2c(n(CC(O)CN3C(=O)c4ccccc4S3(=O)=O)c3ccccc23)C1=O (stereo not given)
 : 9.8, 17.4, -9.7, 26.9, -2.4, /, 3.5, 13.5, -0.8
- COc1ccc(N=c2sc3ccccc3n2C)cc1
 : 10.3, -5.6, -4.3, 6.9, -7.2, -6.5, 0.5, 8.8, -14.3
- CCOc1ccccc1C1C(C(=O)Nc2ccccc2OC)=C(C)Nc2nnnn21 (stereo not given)
 : 9.8, -28.6, -1.5, 8.4, -1.6, -15.4, 1.1, 1.4, -4.2
- COCC(=O)Nc1cccc(Br)c1
 : 31.4, -7.6, 6.4, -5.8, -3.3, 0.4, 0.7, 2.0, -24.2
- CCOC(=O)N1CCN(CCC(=O)Nc2cccc(Br)c2)CC1
 : -8.5&12.5, 5.2&12.3, 4.4&-8.7, 16.8&4.2, 4.6&1.6, -12.4&-16.5, -0.1&1.1, 0.4&13.1, 15.5&-9.3
- O=C(/C=C/c1ccccc1)C1C(=O)c2ccccc2C1=O
 : 21.9, -0.5, 0.1, 0.5, -7.8, -26.1, -0.4, -3.4, -4.8

Another view of some results above.
Molecule | CHO-K1 Ca PAM | M1 antag | CHRM1 PAM | TAAR1 antag | M1 ag | CHO parental Ca | M1 ag parental | TAAR1 agonist | CHO-K1 Ca antag
O=C(CCc1ccccc1)NNC(=S)NCCc1ccccc1 | -17.2 | -6.6 | 14.8 | 2.4 | 1.4 | -6.8 | 1.7 | 3.1 | 10.6
C=CCN1C(=O)c2ccc(C(=O)NCCOc3ccccc3F)cc2C1=O | 12.7 | -2.7 | 4.5 | -29.3 | -3.4 | -7.2 | 1.3 | -0.2 | -6.7
COc1cc(C(=O)NC(C)c2ccc3ccccc3c2)cc(Cl)c1O (stereo not given) | 0.9 | -2.0 | 2.9 | -10.6 | 6.6 | -2.1 | 3.6 | -1.8 | -12.3
COc1ccccc1N1CC(C(=O)Nc2ccccc2N2CCCC2)CC1=O (stereo not given) | 1.0 | -11.8 | 7.4 | -4.0 | -0.1 | -3.6 | 0.9 | 2.7 | -14.4
